PDI turbidity: blocks human protein disulfide isomerase activity. PDI insulin aggregation turbidity, A650, 90 min. P07237. inhibition, % at 10 µM. actives 0.052% (n = 350,000);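 active means mean inhibition across replicates of 30% or more, whatever share of single replicates reach that level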;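 further: absorbance from insulin aggregation driven by PDI reduction with DTT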
Target sequence (P07237 whole entry, looked up): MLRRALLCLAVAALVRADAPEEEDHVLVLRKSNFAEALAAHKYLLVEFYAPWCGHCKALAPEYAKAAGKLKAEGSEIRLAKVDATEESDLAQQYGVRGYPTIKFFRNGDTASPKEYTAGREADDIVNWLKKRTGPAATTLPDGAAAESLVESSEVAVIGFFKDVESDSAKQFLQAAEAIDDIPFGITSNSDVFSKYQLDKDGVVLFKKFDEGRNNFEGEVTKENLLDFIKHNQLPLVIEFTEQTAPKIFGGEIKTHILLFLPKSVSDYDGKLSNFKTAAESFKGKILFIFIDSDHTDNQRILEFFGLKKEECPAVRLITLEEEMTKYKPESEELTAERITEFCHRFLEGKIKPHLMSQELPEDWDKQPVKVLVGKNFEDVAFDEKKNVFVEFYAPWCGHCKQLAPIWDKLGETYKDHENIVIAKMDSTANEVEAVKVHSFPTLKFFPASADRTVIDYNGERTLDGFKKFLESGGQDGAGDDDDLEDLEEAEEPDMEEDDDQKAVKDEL
ABCB6 inh 2: human ABCB6 transporter inhibition; Q9NP58; K562-ABCB6 porphyrin accumulation, flow cytometry, 1 h; active compounds read low; AID 602162; actives 0.19% (n = 360,000); fluorescence ratio to DMSO, % at 10 µM;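 active means fluorescence ratio to DMSO below 75%, the collection mean minus 3 SD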;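 further: signal is porphyrin accumulated inside mitochondria; 100% equals median channel fluorescence of DMSO control wells; lower ratio means ABCB6 inhibition with less porphyrin fluorescence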
m5-HT2A agonist: activates the mouse 5-HT2A serotonin receptor | actives 0.66% (n = 360,000) | activation, % at 7.6 µM | P35363 | CHO-K1 mHTR2A beta-arrestin complementation, luminescence; percent of 30 µM serotonin response;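 active means activation above a run cutoff, the mean activation of all tested compounds plus 3 SD, cut at about 14% in these data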;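 further: 0% = plate median of compound wells and 100% = 30 µM serotonin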
Target sequence (P35363 whole entry, looked up): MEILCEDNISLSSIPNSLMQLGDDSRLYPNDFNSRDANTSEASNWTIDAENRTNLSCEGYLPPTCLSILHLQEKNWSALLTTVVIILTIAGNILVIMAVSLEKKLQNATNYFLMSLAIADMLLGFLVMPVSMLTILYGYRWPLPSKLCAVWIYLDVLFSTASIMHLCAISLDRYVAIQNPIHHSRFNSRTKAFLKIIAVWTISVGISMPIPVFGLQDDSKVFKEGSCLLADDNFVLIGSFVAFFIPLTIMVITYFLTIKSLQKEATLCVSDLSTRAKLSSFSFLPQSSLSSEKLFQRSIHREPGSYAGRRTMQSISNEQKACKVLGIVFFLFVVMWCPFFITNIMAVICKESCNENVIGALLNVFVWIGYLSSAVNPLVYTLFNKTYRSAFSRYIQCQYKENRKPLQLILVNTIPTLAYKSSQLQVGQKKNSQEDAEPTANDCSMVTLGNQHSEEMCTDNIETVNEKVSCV
Granule exo inh: lytic granule exocytosis inhibition; TALL-104 LAMP-1 surface exposure, flow cytometry; cells stimulated with thapsigargin and PMA; inhibition, % at 10 µM; actives 0.66% (n = 360,000);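 active means inhibition above about 55%, limit read from the data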
Glyco luc inh: blocks N-linked glycosylation in D54 reporter cells. reporter increase, % at 12.5 µM. actives 0.23% (n = 360,000). D54 ERlucT glycosylation luciferase reporter, 24 h; percent of 100 nM tunicamycin response. AID 588692;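 active means mean luciferase reporter signal, scaled so untreated is 0 and the glycosylation-blocking control 100, at or above a set limit in every replicate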;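 further: luciferase carries N-glycosylation sites so blocking glycosylation raises the light; 0% = median of neutral control wells and 100% = median of 100 nM tunicamycin wells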
CaV13 ICDI inh: Disruptors of the CACNA1D IQ motif to Ca2+-dependent inactivation inhibitor domain association, primary screening, Förster resonance energy transfer in intact living …. inhibition, % at 12.3 µM. AID 743397. HEK cells, CFP/YFP FRET ICDI-IQ, plate reader, 10 min; percent FRET-ratio fall versus neutral wells. actives 0.098% (n = 340,000);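 active means mean replicate inhibition of at least 30% and at least 1% of replicates passing that level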;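 further: 0% = median of the neutral control wells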
Vif inh: inhibitors of HIV Vif; inhibition, % at 7.49 µM; HEK293T cells, Vif self-association by quenched fluorescence, imaging, 24 h; actives 0.35% (n = 340,000); in the data active means inhibition above about 50%, passing the limit was not always enough; further: some results filed as inactive read as strong as hits
aDG glyco act: increases alpha dystroglycan glycosylation | Pro5-aDG cells, alpha-DG glycosylation AlphaScreen (IIH6); 0% Pro5, 100% B10-LARGE cell signal | activation, % at 10 µM | actives 0.22% (n = 360,000) | AID 624168;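 active means activation of at least 8% versus controls, or a plate z-score of at least 8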;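 further: Pro5 are CHO cells carrying HIG-tagged alpha-DG that lacks glycosylation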
H9c2 protect: myocardial damage modulation in H9c2 cells | AID 588492 | actives 0.63% (n = 360,000) | protection from H2O2 cell death, % at 20 µM | H9c2 cardiomyocytes, H2O2 injury protection, ATPLite, 2 h;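 active means compounds giving at least 50% protection of heart cells from peroxide-induced death in the single-dose screen, raw or plate-pattern-corrected value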;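 further: 0% = DMSO wells with peroxide and 100% = DMSO wells without peroxide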
hiPSC survival: hiPSC single-cell survival enhancement; ATPlite luminescence; 100% = ROCK inhibitor wells, 0% = DMSO; survival enhancement, % at 20 µM; actives 0.044% (n = 360,000); in the data active means survival enhancement above about 18%;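 further: cells exposed to compounds for 16 hours before the ATP read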
The depositor's hits bear a star.

Results for O=C(CCNS(=O)(=O)c1cccc2nonc12)N1CCN(c2cccc(Cl)c2)CC1 ?
PDI turbidity: -5; ABCB6 inh 2: 88; m5-HT2A agonist: 1; Granule exo inh: -2; Glyco luc inh: -1; Vif inh: 1; aDG glyco act: 1.2; H9c2 protect: -10; hiPSC survival: -0.5

How did COc1ccc(CC(=O)N/N=C(\C)CC(=O)Nc2ccc(N(C)C)cc2)cc1 do in these assays?
PDI turbidity: 15; ABCB6 inh 2: 93; m5-HT2A agonist: -7; Granule exo inh: 22; Glyco luc inh: 2; CaV13 ICDI inh: -1; Vif inh: 7; aDG glyco act: 0.1; H9c2 protect: -3; hiPSC survival: 0.5

Results for Cc1ccc(NC(=O)COc2ccc(CCO)cc2-n2nc3ccccc3n2)cc1C ?
PDI turbidity: 12; ABCB6 inh 2: 77; m5-HT2A agonist: 0; Granule exo inh: 6; Glyco luc inh: -2; CaV13 ICDI inh: -4; Vif inh: -2; aDG glyco act: 0.2; H9c2 protect: -5; hiPSC survival: 0.8

How did COC(=O)Cc1ccc(NC(=S)NCCCO)cc1 do in these assays?
PDI turbidity: -1; ABCB6 inh 2: 94; m5-HT2A agonist: 3; Granule exo inh: 0; Glyco luc inh: 0; Vif inh: 5; aDG glyco act: 0.1; H9c2 protect: 4; hiPSC survival: 5.4

How did O=S(=O)(c1ccc(Cl)nc1)N(Cc1ccccc1)Cc1ccccc1 do in these assays?
PDI turbidity: 5; ABCB6 inh 2: 100; m5-HT2A agonist: 2; Granule exo inh: 5; Glyco luc inh: -7; CaV13 ICDI inh: -4; Vif inh: 1; aDG glyco act: 1.7; H9c2 protect: 0; hiPSC survival: 1.6

What do the screens show for `Cc1ccc(NC(=O)CSc2nc3ccccc3c(=O)[nH]2)cc1[N+](=O)[O-]`?
PDI turbidity: -12; ABCB6 inh 2: 97; m5-HT2A agonist: 5; Granule exo inh: 2; Glyco luc inh: 1; CaV13 ICDI inh: -7; Vif inh: -9; aDG glyco act: 0.2; H9c2 protect: -3; hiPSC survival: -1.1

Results for CCOC(=O)C(CCc1ccccn1)c1ccccc1 (configuration not stated) ?
PDI turbidity: -2; ABCB6 inh 2: 96; m5-HT2A agonist: 3; Granule exo inh: 5; Glyco luc inh: -3; CaV13 ICDI inh: -5; Vif inh: -2; aDG glyco act: 0.0; H9c2 protect: 0; hiPSC survival: -3.2

Results for O=C(N/C(=C/c1ccc(Cl)cc1)C(=O)N1CCCC1)c1ccccc1 ?
PDI turbidity: 7; ABCB6 inh 2: 100; m5-HT2A agonist: -1; Granule exo inh: 2; Glyco luc inh: -2; CaV13 ICDI inh: -6; Vif inh: -3; aDG glyco act: 0.0; H9c2 protect: -1; hiPSC survival: -0.2

Results for Cc1ccc2c(NC(=O)C3CC3)cccc2n1 ?
PDI turbidity: -3; ABCB6 inh 2: 98; m5-HT2A agonist: -2; Granule exo inh: 2; Glyco luc inh: -1; CaV13 ICDI inh: -7; Vif inh: -8; aDG glyco act: 0.0; H9c2 protect: -2; hiPSC survival: -1.1

Results for CC(C)=CC(=O)OCC(=O)Nc1ccccc1Cl ?
PDI turbidity: 4; ABCB6 inh 2: 112; m5-HT2A agonist: -1; Granule exo inh: -1; Glyco luc inh: 0; CaV13 ICDI inh: -5; Vif inh: -14; aDG glyco act: 0.1; H9c2 protect: 1; hiPSC survival: 6.3

How did O=C1CCC(C(=O)NCc2cccnc2)N1 (configuration not stated) do in these assays?
PDI turbidity: 11; ABCB6 inh 2: 94; m5-HT2A agonist: 1; Granule exo inh: -2; Glyco luc inh: 2; CaV13 ICDI inh: -4; Vif inh: 0; aDG glyco act: -0.2; H9c2 protect: 10; hiPSC survival: 2.3

Results for NNc1nc(-c2ccccc2)cc(-c2ccccc2O)n1 ?
PDI turbidity: 5; ABCB6 inh 2: 97; m5-HT2A agonist: -17; Granule exo inh: 2; Glyco luc inh: 9; CaV13 ICDI inh: -8; Vif inh: -3; aDG glyco act: 0.0; H9c2 protect: 31; hiPSC survival: -0.8

What do the screens show for `C[C@@H]1CCC(=O)N(CC[C@H](Sc2ccccc2)c2ccccc2)CC1`?
PDI turbidity: 6; ABCB6 inh 2: 96; m5-HT2A agonist: -10; Granule exo inh: 4; Glyco luc inh: -2; CaV13 ICDI inh: 5; Vif inh: -5; aDG glyco act: 0.1; H9c2 protect: -2; hiPSC survival: 2.1

How did CCN(C)C1CN(Cc2cn(Cc3cc(C)cc(C)c3)nn2)S(=O)(=O)C1 (configuration not stated) do in these assays?
ABCB6 inh 2: 101; m5-HT2A agonist: 4; Granule exo inh: -1; CaV13 ICDI inh: -10; aDG glyco act: -0.1; hiPSC survival: 0.8

How did Cc1cccc(NC(=O)CCc2c(C)nc3ncnn3c2C)n1 do in these assays?
PDI turbidity: -6; ABCB6 inh 2: 87; m5-HT2A agonist: 2; Granule exo inh: 2; Glyco luc inh: 0; CaV13 ICDI inh: -3; Vif inh: 1; aDG glyco act: -0.3; H9c2 protect: 3; hiPSC survival: 4.4

How did CCOC(=O)c1c(C)noc1-c1ccc(Br)o1 do in these assays?
PDI turbidity: 0; ABCB6 inh 2: 100; m5-HT2A agonist: -4; Granule exo inh: -5; Glyco luc inh: 0; CaV13 ICDI inh: -2; Vif inh: 2; aDG glyco act: 0.1; H9c2 protect: -1; hiPSC survival: -0.6

How did CC(C)c1ccc(C(=O)CSc2ncn[nH]2)cc1 do in these assays?
PDI turbidity: 2; ABCB6 inh 2: 101; m5-HT2A agonist: 3; Granule exo inh: -4; Glyco luc inh: -1; CaV13 ICDI inh: -6; Vif inh: -1; aDG glyco act: 0.0; H9c2 protect: -4; hiPSC survival: -0.3

What do the screens show for `CCN1CCCC1CNC(=O)c1ccc(N2CCCC2=O)cc1` (configuration not stated)?
PDI turbidity: 4; ABCB6 inh 2: 115; m5-HT2A agonist: 3; Granule exo inh: 1; Glyco luc inh: -1; CaV13 ICDI inh: -6; aDG glyco act: 0.3; H9c2 protect: -4; hiPSC survival: 2.5

What do the screens show for `CC(=O)C(Cc1ccccc1)NC(=O)CN1c2cccc3cccc(c23)S1(=O)=O` (configuration not stated)?
PDI turbidity: -9; ABCB6 inh 2: 101; m5-HT2A agonist: -2; Granule exo inh: -2; Glyco luc inh: -4; CaV13 ICDI inh: -6; Vif inh: 7; aDG glyco act: -0.1; H9c2 protect: 8; hiPSC survival: 4.3

Results for O=C(COC(=O)c1ccccc1Cl)NCCC1=CCCCC1 ?
PDI turbidity: -2; ABCB6 inh 2: 100; m5-HT2A agonist: 3; Granule exo inh: -1; Glyco luc inh: -1; CaV13 ICDI inh: -5; Vif inh: 25; aDG glyco act: -0.2; H9c2 protect: -1; hiPSC survival: 1.7

Results for CC(C)(C)N(Cc1ccccc1)C(=O)CSc1nc2ccccc2c(=O)[nH]1 ?
PDI turbidity: -6; ABCB6 inh 2: 102; m5-HT2A agonist: 2; Granule exo inh: -1; Glyco luc inh: -1; CaV13 ICDI inh: -6; aDG glyco act: 0.0; H9c2 protect: 31; hiPSC survival: 1.3

Results for CCc1nnc(NC(=O)CC(CN(C)S(=O)(=O)c2ccccc2)c2ccccc2)s1 (configuration not stated) ?
PDI turbidity: -34; ABCB6 inh 2: 98; m5-HT2A agonist: -2; Granule exo inh: 2; Glyco luc inh: -4; CaV13 ICDI inh: -6; Vif inh: -9; aDG glyco act: 0.2; H9c2 protect: 14; hiPSC survival: -1.4

Results for COc1ccc(C)cc1NC(=O)CNC(c1ccccc1)c1ccccc1 ?
PDI turbidity: 8; ABCB6 inh 2: 95; m5-HT2A agonist: 0; Granule exo inh: -1; Glyco luc inh: -3; CaV13 ICDI inh: -2; aDG glyco act: 0.5; H9c2 protect: -4; hiPSC survival: 0.4

What do the screens show for `Cc1nnc(SCCn2c(N3CCC(C)CC3)nc3c2c(=O)n(C)c(=O)n3C)s1`?
PDI turbidity: 12; ABCB6 inh 2: 86; m5-HT2A agonist: 12; Granule exo inh: -1; Glyco luc inh: 2; CaV13 ICDI inh: -10; aDG glyco act: -0.1; H9c2 protect: 7; hiPSC survival: 2.6

How did CC(CCc1ccccc1)NC(=O)COc1ccc(S(=O)(=O)N2CCOCC2)cc1[N+](=O)[O-] (configuration not stated) do in these assays?
PDI turbidity: -8; ABCB6 inh 2: 96; m5-HT2A agonist: 0; Granule exo inh: 3; Glyco luc inh: -1; CaV13 ICDI inh: -4; Vif inh: -3; aDG glyco act: 0.1; H9c2 protect: -10; hiPSC survival: -0.5

Results for NC(N)=NC1=NC(=O)C(Cc2ccccc2Cl)S1 (configuration not stated) ?
PDI turbidity: -4; ABCB6 inh 2: 101; m5-HT2A agonist: 2; Granule exo inh: -2; Glyco luc inh: -2; CaV13 ICDI inh: -13; Vif inh: -1; aDG glyco act: 0.1; H9c2 protect: -1; hiPSC survival: -0.2

What do the screens show for `C=CCn1c(O)c(N=NC(=O)CNC(=O)/C=C/c2ccc(OC)cc2)c2ccccc21`?
PDI turbidity: 0; ABCB6 inh 2: 97; m5-HT2A agonist: -2; Granule exo inh: -1; Glyco luc inh: 1; CaV13 ICDI inh: -15; Vif inh: 0; aDG glyco act: 0.0; H9c2 protect: -1; hiPSC survival: -0.7

How did C[C@H](CO)N1C[C@H](C)[C@H](CN(C)S(=O)(=O)c2ccccc2)Oc2ccc(NC(=O)NC3CCCCC3)cc2CC1=O do in these assays?
PDI turbidity: 8; ABCB6 inh 2: 94; m5-HT2A agonist: -5; Granule exo inh: 7; Glyco luc inh: 0; CaV13 ICDI inh: -11; Vif inh: 0; aDG glyco act: 0.0; H9c2 protect: 12; hiPSC survival: 2.3

How did CCCCC12CN3CC(C)(CN(C1)C3c1ccc([N+](=O)[O-])o1)C2=O (configuration not stated) do in these assays?
PDI turbidity: -1; ABCB6 inh 2: 101; m5-HT2A agonist: 4; Granule exo inh: -3; Glyco luc inh: 3; CaV13 ICDI inh: -14; Vif inh: -1; aDG glyco act: 0.0; H9c2 protect: -8; hiPSC survival: 0.1

How did Cc1cc(-c2ccc(Cl)cc2)c2cnn(C(C)C)c2n1 do in these assays?
PDI turbidity: 1; ABCB6 inh 2: 102; m5-HT2A agonist: -2; Granule exo inh: 0; Glyco luc inh: -9; CaV13 ICDI inh: -17; Vif inh: -3; aDG glyco act: 0.0; H9c2 protect: 3; hiPSC survival: 0.6

What do the screens show for `C[C@H](NC(=O)C1CC(=O)N(c2ccc3c(c2)OCO3)C1)C(=O)NCc1ccco1` (some centres not stated)?
PDI turbidity: 0; ABCB6 inh 2: 97; m5-HT2A agonist: 2; Granule exo inh: -8; Glyco luc inh: 0; CaV13 ICDI inh: -14; Vif inh: -3; aDG glyco act: -0.1; H9c2 protect: 0; hiPSC survival: -0.1

What do the screens show for `Cc1ccc(NC(=O)c2ccccc2)cc1OC(=O)c1ccccc1`?
PDI turbidity: -3; ABCB6 inh 2: 97; m5-HT2A agonist: -2; Granule exo inh: -1; Glyco luc inh: 0; CaV13 ICDI inh: -8; Vif inh: -4; aDG glyco act: 0.2; H9c2 protect: -6; hiPSC survival: -0.8

Results for Cc1ccc(N(CC(=O)NC2CCCCCC2)S(=O)(=O)c2c(C)nn(C)c2C)cc1 ?
PDI turbidity: 2; ABCB6 inh 2: 95; m5-HT2A agonist: -1; Granule exo inh: -5; Glyco luc inh: -3; CaV13 ICDI inh: -5; Vif inh: 3; aDG glyco act: 0.1; H9c2 protect: -2; hiPSC survival: 0.3

High-throughput results: PubChem BioAssay, several laboratories
